# Source: PubChem BioAssay
# DPM-DC inhibit: S. pneumoniae DPM-DC inhibition; calls only at 10 µM; AID 556; purified DPM-DC, PK/LDH coupled NADH fluorescence; 65,000 compounds, 0.49% hits;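 active = the 320 compounds with the highest percent inhibition in the single-dose primary screen, excluding strongly autofluorescent ones, cut at about 32% in these data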;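 also: kinetic rate of NADH fluorescence loss reporting ADP formed by the decarboxylase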
# LYP phosphatase: LYP phosphatase inhibitors, primary screen, biochemical, DiFMUP fluorescence, recombinant catalytic domain, 10 µM (AID 606); 52,000 tested, under 10 active; recombinant LYP catalytic domain, DiFMUP fluorescence; higher % means a stronger effect; one-dose inhibition, % at 10 µM; IC50 in µM for titrated hits;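 active = IC50 under 40 µM in the dose-response test; inactive = IC50 of 40 µM or more, or never dose-tested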
# HPDE-C7K KRASV12: viability loss of HPDE-C7K cells – cell-based, fluorescence, HTS, primary screen (AID 431) | HPDE-C7K KRASV12 cells, Alamar Blue viability, 48 h; higher % means a stronger effect | cytotoxicity, % at 10 µM, or EC50 in µM where a hit was titrated | 63,000 compounds, 1.7% hits;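 active = compounds whose percent cytotoxicity in the single-dose primary screen, scaled between solvent and toxic-drug controls, exceeds 50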;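 also: 0% = DMSO solvent wells and 100% = doxorubicin-treated wells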
# HT1080 cytotoxicity: HT1080 cell viability loss – fluorescence readout (AID 620). HT1080 viability, fluorescence; higher % means a stronger effect. cytotoxicity, % at 10 µM; hits with a dose series show EC50 in µM. 87,000 compounds, 0.42% hits;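 also: cells exposed to compound overnight then 4 h with Alamar Blue; 0% = vehicle DMSO and 100% = killing control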
# HPDE-C7 viability: cytotoxicity in HPDE-C7 cells, cell-based, fluorescence, HTS (AID 430); HPDE-C7 pancreatic duct cells viability, fluorescence; higher % means a stronger effect; cytotoxicity, % at 10 µM, or EC50 in µM where a hit was titrated; 63,000 compounds, 1.8% hits;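 also: cells exposed to compound for 48 hours before viability readout; 0% = vehicle and 100% = reference cytotoxic drug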
# TNAP inhibition: inhibition of tissue-nonspecific alkaline phosphatase – biochemical, luminescent (AID 518) | inhibition, % at 20 µM, or IC50 in µM where a hit was titrated | 64,000 compounds, 0.09% hits | purified TNAP enzyme, luminescent substrate readout; higher % means a stronger effect; in the data active = a potency from the dose series; inactive = the rest, 99 in 100 with inhibition below about 22%;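 also: plate controls were vehicle for no effect and reference inhibitor for full effect; many of its hits are not listed in these tables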
# Spn PMK inh: S. pneumoniae PMK inhibition. 65,000 compounds, 0.49% hits. purified PMK, PK/LDH-coupled NADH absorbance 340 nm. inhibition, % at 10 µM;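 active = top-ranked compounds by inhibition in the single 10 µM screen, taking a fixed number of the strongest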;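 also: 0% = full reaction with DMSO carrier and 100% = background rate without enzyme reaction; no value below 0 was filed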
# Bfl-1 inhibitors: Bfl-1 inhibitors, primary screen, biochemical, fluorescence polarization, FITC-Bid, mouse (AID 432); FITC-Bid BH3 peptide fluorescence polarization displacement; higher % means a stronger effect; 64,000 compounds, 0.02% hits; one-dose displacement, % at 20 µM; IC50 in µM for titrated hits; in the data active = a potency from the dose series; inactive = the rest, 99 in 100 with displacement below about 15%; also: strong numbers were not always called active
# Spn MK inh: S. pneumoniae mevalonate kinase inhibition. AID 555. inhibition, % at 10 µM. 65,000 compounds, 0.48% hits. purified MK, PK/LDH-coupled NADH absorbance 340 nm;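 active = ranked among the strongest by inhibition in the single 10 µM screen, a fixed top-ranked set picked for dose follow-up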; also: no value below 0 was filed
# Spn PMK inh pilot replicates: further read-out of Spn PMK inh, marked with its call; inhibition, %; measured here: pilot screen replicates
# Spn MK inh pilot replicates: also measured in Spn MK inh; calls as there; inhibition, %; measured here: pilot screen replicates
# DPM-DC inhibit pilot screen %: also measured in DPM-DC inhibit; calls as there; inhibition, %; measured here: pilot screen trials
# * hit, by the source's call; i = inactive; x = no result given. Rule as the data show it, unless noted: active = cytotoxicity above about 50%; inactive = the rest.
SMILES,DPM-DC inhibit,LYP phosphatase,HPDE-C7K KRASV12,HT1080 cytotoxicity,HPDE-C7 viability,TNAP inhibition,Spn PMK inh,Bfl-1 inhibitors,Spn MK inh,others
CCOC(=O)c1cc(C)n(-c2c(C)n(C)n(-c3ccccc3)c2=O)c1C,i,x,-4%,35%,-16%,6%,13,-6%,0,
Brc1ccc(-c2nnc(-c3ccccc3Br)o2)cc1,i,-14%,-2%,-6%,7%,9%,3,0%,10,
Cc1nc2cc(CO)ccc2s1,i,10%,2%,4%,1%,0%,19,-13%,0,
CCOc1ccccc1-c1nc(-c2ccc(NC(=O)Cc3ccccc3OC)cc2)no1,i,x,-4%,-4%,-13%,13%,2,-5%,5,Spn PMK inh pilot replicates=1.0;Spn MK inh pilot replicates=2.0;DPM-DC inhibit pilot screen %=0.5
COC(=O)c1c(-c2cccs2)csc1NC(=O)CN1CCOCC1,i,-7%,5%,9%,-10%,6%,18,-8%,11,Spn PMK inh pilot replicates=2.0;Spn MK inh pilot replicates=2.5;DPM-DC inhibit pilot screen %=3.0
CC1Cc2ccccc2N1C(=O)CSc1nnc(-c2ccc(S(=O)(=O)N3CCCC3)cc2)o1 (centres undefined),i,6%,-4%,-18%,-14%,7%,8,2%,0,
C=CCn1c(SCC(=O)Nc2cc(C)ccc2C)nnc1-c1cnccn1,i,x,-12%,-6%,-4%,7%,6,0%,0,
Cc1nc(C)c(-c2csc(NCc3ccccc3)n2)s1,i,10%,-3%,-18%,1%,11%,18,-9%,6,
CN1CCN(CCCCC(=O)c2ccccc2)CC1,i,x,10%,-1%,3%,16%,13,-5%,x,
O=C(Nc1nnc(CCc2ccccc2)s1)c1ccco1,i,x,2%,-2%,-1%,10%,10,3%,6,
Cc1cc(OCC(=O)N2CCOCC2)ccc1NC(=O)C1CCCCC1,i,9%,-9%,1%,5%,3%,5,-12%,12,
CCc1c(C)nc2cc(-c3ccc(OC)cc3)[nH]n2c1=O,i,11%,3%,17%,1%,7%,6,0%,0,
COc1ccccc1-c1nnc(SCC(=O)N2CC(C)CC(C)C2)o1 (centres undefined),i,8%,5%,22%,-11%,8%,15,-2%,0,Spn PMK inh pilot replicates=4.0;Spn MK inh pilot replicates=0.0;DPM-DC inhibit pilot screen %=0.5
COc1ccc(C(=O)CN2C(=O)C(C)(C)Oc3ccc(C(=O)N4CCCCCC4)cc32)cc1,i,x,-17%,-5%,-22%,10%,13,-2%,5,
O=C(c1ccccc1Oc1ccccc1)N1CCN(c2ccccc2)CC1,i,x,4%,-7%,-1%,8%,2,-1%,8,
CCOC(=O)c1cc(NC(=O)c2cnccn2)cc(C(=O)OCC)c1,i,5%,-22%,-6%,-28%,13%,5,-2%,13,
COc1ccccc1C(OC(=O)c1ccco1)C(=O)NC(C)(C)C (centres undefined),i,x,-7%,0%,3%,15%,13,-4%,7,
COc1ccc(N2CCN(CCCNC(=O)CN3CCN(Cc4ccccc4C)C3=O)CC2)cc1,i,-7%,-8%,9%,-14%,5%,14,-6%,0,
CCN(C(=O)Cc1cccs1)c1nnc(-c2cc(OC)c(OC)c(OC)c2)s1,x,-1%,11%,-3%,15%,19%,0,-6%,12,
O=C(CSc1nc2ccccc2[nH]1)N1CCCCC1,i,5%,1%,8%,0%,12%,6,1%,6,Spn PMK inh pilot replicates=1.5;Spn MK inh pilot replicates=0.0;DPM-DC inhibit pilot screen %=0.5
Cc1ccc(N(Cc2ccco2)C(=O)c2cccc(S(=O)(=O)N(C)C)c2)cc1,i,6%,1%,6%,-6%,7%,8,0%,8,Spn PMK inh pilot replicates=0.5;Spn MK inh pilot replicates=0.5;DPM-DC inhibit pilot screen %=0.0
Cc1c(CCC(=O)O)c(=O)oc2cc3occ(-c4ccc(F)cc4)c3cc12,i,x,15%,-4%,1%,13%,8,18%,11,
COc1cc(C(=O)NCc2cn3cccc(C)c3n2)cc(OC)c1OC,i,1%,27%,x,24%,7%,8,0%,13,
Nc1cc(OC(=O)c2cccs2)nn1S(=O)(=O)c1ccccc1,i,-2%,-6%,3%,-6%,14%,5,3%,12,
O=S(=O)(Cc1ccccc1)Nc1ccc(S(=O)(=O)NCC2CCCO2)cc1 (centres undefined),i,5%,-5%,1%,0%,8%,4,-5%,6,
COc1ccc(NC(=O)CSc2nc3c(c(=O)n2-c2ccccc2OC)SCC3)cc1,i,-6%,7%,5%,2%,20%,8,-6%,4,Spn PMK inh pilot replicates=0.5;Spn MK inh pilot replicates=0.5;DPM-DC inhibit pilot screen %=2.0
CCOC(=O)CCNC(=O)Nc1ccc2nc(C)n(Cc3cccc(Cl)c3)c(=O)c2c1,i,8%,21%,-6%,10%,9%,16,-7%,0,
CC1CCc2c(nc3ncnn3c2N2CCN(c3ccccc3)CC2)C1 (centres undefined),i,x,-28%,-11%,-16%,12%,7,-1%,13,
Cc1cccc(-n2cnc3cc(C(=O)N4CCCCC4)ccc32)c1,i,6%,1%,2%,-7%,12%,6,-7%,5,
CC(=O)C1=C(C)N=c2s/c(=C/c3ccc4c(c3)OCO4)c(=O)n2C1c1ccc(N(C)C)cc1 (centres undefined),i,6%,0%,23%,-4%,16%,x,-44%,7,
Cc1ccc(C2CC(c3ccccc3)n3ncnc3N2)cc1 (centres undefined),i,5%,-6%,-10%,-8%,40%,7,0%,5,
CCOC(=O)Cc1csc(NC(=O)c2c(O)c3ccccc3n(C)c2=O)n1,i,0%,7%,9%,5%,2%,14,-3%,5,
c1cncc(Nc2nc(-c3cccnc3)cs2)c1,i,9%,15%,8%,3%,9%,5,8%,12,
Cc1ccc2cc(CN(CCO)Cc3nnnn3Cc3ccc(F)cc3)c(=O)[nH]c2c1,i,6%,-3%,4%,-5%,12%,14,-14%,1,
COc1cccc(/C=N/n2c(-c3ccco3)nc3ccccc3c2=O)c1,i,4%,26%,3%,22%,17%,16,-4%,0,Spn PMK inh pilot replicates=4.0;Spn MK inh pilot replicates=0.0;DPM-DC inhibit pilot screen %=0.0
COc1ccc(C2CC(C(F)(F)F)n3ncc(C(=O)Nc4cccc(O)c4)c3N2)cc1OC (centres undefined),i,1%,8%,x,16%,6%,1,-2%,7,
CN(CC(=O)Nc1cccnc1)S(=O)(=O)c1cc(Cl)ccc1Cl,i,-1%,-5%,12%,-1%,12%,0,-1%,17,Spn PMK inh pilot replicates=2.5;Spn MK inh pilot replicates=1.0;DPM-DC inhibit pilot screen %=0.0
COc1ccc(NC(=O)Nc2nnc(N3CCC(C)CC3)s2)cc1OC,i,x,8%,2%,-2%,8%,11,4%,4,
COc1cccc(N2C(=O)CC(c3c[nH]c4ccccc34)C2=O)c1 (centres undefined),i,5%,2%,3%,4%,2%,6,-5%,10,
Cc1cc(C(C)(C)C)cc(S(=O)(=O)NCCO)c1C,i,0%,-6%,1%,-13%,-4%,0,1%,9,
CCN(CC)S(=O)(=O)c1ccc(/C(O)=C(\C#N)c2nc3ccccc3n2C)cc1,i,6%,3%,-2%,8%,7%,14,1%,0,
CC1CN(S(=O)(=O)c2cccc(-c3cn4ccccc4n3)c2)CC(C)O1 (centres undefined),i,-11%,15%,9%,23%,11%,9,5%,8,
COc1ccc(C2CC(=O)C(C=NCCCN3CCOCC3)=C(O)C2)cc1 (centres undefined),i,15%,2%,5%,-5%,5%,2,12%,7,Spn PMK inh pilot replicates=0.5;Spn MK inh pilot replicates=1.0;DPM-DC inhibit pilot screen %=0.0
Cc1ccc(C(=O)Nc2ccc3c(c2)OCO3)cc1S(=O)(=O)N1CCCCC1,i,x,22%,7%,22%,11%,4,-8%,7,
CCOC(=O)NC1(NC2CCCCC2)Oc2ccccc2O1,i,4%,21%,-10%,20%,13%,20,-8%,0,
COc1ccc(N=C(C)C2=C(O)COC2=O)cc1,i,x,-15%,-5%,1%,5%,6,4%,8,
COc1ccc(CNC(=O)C2CCCN2C(=O)NC2CCCCC2)cc1 (centres undefined),i,10%,-8%,-3%,-4%,14%,8,1%,0,
Cc1cccc2cc(CN(CC3CCCO3)C(=O)c3ccco3)c(=O)[nH]c12 (centres undefined),i,4%,16%,4%,9%,6%,0,-9%,15,
COC(=O)COc1ccc(S(=O)(=O)NCCC2=CCCCC2)cc1C,i,2%,-20%,-7%,-2%,-1%,6,-7%,8,
CCc1cc(=O)oc2cc(C)cc(OC(=O)c3ccco3)c12,i,11%,-1%,3%,6%,5%,12,-12%,9,
Cc1ccc(Cl)cc1NC(=O)CC(O)(C(F)(F)F)C(F)(F)F,i,6%,57%*,12%,51%*,8%,0,6%,6,
Cn1c(C(=O)O)c(CC(=O)Nc2ccc3c(c2)OCCO3)c2ccccc21,i,9%,19%,14%,16%,4%,9,8%,3,
COc1ccc(OC)c(-c2cc(C(=O)Nc3c(C)n(C)n(-c4ccccc4)c3=O)no2)c1,i,13%,-8%,2%,1%,6%,15,-10%,0,

# Of the compounds above, seven contain two or more sulfur atoms:
SMILES,DPM-DC inhibit,LYP phosphatase,HPDE-C7K KRASV12,HT1080 cytotoxicity,HPDE-C7 viability,TNAP inhibition,Spn PMK inh,Bfl-1 inhibitors,Spn MK inh,others
COC(=O)c1c(-c2cccs2)csc1NC(=O)CN1CCOCC1,i,-7%,5%,9%,-10%,6%,18,-8%,11,Spn PMK inh pilot replicates=2.0;Spn MK inh pilot replicates=2.5;DPM-DC inhibit pilot screen %=3.0
CC1Cc2ccccc2N1C(=O)CSc1nnc(-c2ccc(S(=O)(=O)N3CCCC3)cc2)o1 (centres undefined),i,6%,-4%,-18%,-14%,7%,8,2%,0,
Cc1nc(C)c(-c2csc(NCc3ccccc3)n2)s1,i,10%,-3%,-18%,1%,11%,18,-9%,6,
CCN(C(=O)Cc1cccs1)c1nnc(-c2cc(OC)c(OC)c(OC)c2)s1,x,-1%,11%,-3%,15%,19%,0,-6%,12,
Nc1cc(OC(=O)c2cccs2)nn1S(=O)(=O)c1ccccc1,i,-2%,-6%,3%,-6%,14%,5,3%,12,
O=S(=O)(Cc1ccccc1)Nc1ccc(S(=O)(=O)NCC2CCCO2)cc1 (centres undefined),i,5%,-5%,1%,0%,8%,4,-5%,6,
COc1ccc(NC(=O)CSc2nc3c(c(=O)n2-c2ccccc2OC)SCC3)cc1,i,-6%,7%,5%,2%,20%,8,-6%,4,Spn PMK inh pilot replicates=0.5;Spn MK inh pilot replicates=0.5;DPM-DC inhibit pilot screen %=2.0
